# RGS7-Gao – human RGS7-Galphao interaction regulation; binding response (% of control), % at 10 µM; Multiplexed bead flow cytometry, RGS7-Galphao binding; actives lie on both sides; AID 1439; 220,000 tested, 0.35% active; P09471; in the data active = binding response below about 49% or above about 150%; inconclusive = no clear call, values can overlap the other calls; inactive = in between;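 note: fluorescent Galphao held in activated GDP-AlF4 state binding bead-coupled RGS7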
# Mcl-1 Bim block – disrupts Bim peptide binding to human Mcl-1 | 190,000 tested, 0.1% active | inhibition, % at 10 µM | AID 1009 | Bead-based flow cytometry, Bim peptide-Mcl-1 binding | Q07820;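 note: 0% = no compound tracer wells and 100% = peptide blocker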
# Target sequence (Q07820 whole entry, looked up): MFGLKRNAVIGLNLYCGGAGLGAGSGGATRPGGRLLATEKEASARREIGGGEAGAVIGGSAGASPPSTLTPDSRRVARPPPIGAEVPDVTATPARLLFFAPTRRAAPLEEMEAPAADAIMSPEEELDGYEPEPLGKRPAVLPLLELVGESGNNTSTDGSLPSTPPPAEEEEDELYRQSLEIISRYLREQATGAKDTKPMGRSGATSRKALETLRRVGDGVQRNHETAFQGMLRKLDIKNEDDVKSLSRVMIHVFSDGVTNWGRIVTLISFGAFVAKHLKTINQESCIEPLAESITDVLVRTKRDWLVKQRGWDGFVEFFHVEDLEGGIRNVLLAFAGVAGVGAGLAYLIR
# Mcl1-Noxa inh – disrupts binding of human Mcl-1 to Noxa peptide. TR-FRET Mcl-1/Noxa peptide binding, 2 h. Q07820. AID 1022. 220,000 tested, 1.5% active. inhibition, % at 21.7 µM;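 active = compounds that cut the protein-peptide binding signal by more than 50% relative to plate controls in a single-dose test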;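 note: His-tagged Mcl-1 with rhodamine Noxa BH3 peptide and terbium anti-His antibody; 0% = Mcl-1 plus Noxa peptide wells and 100% = peptide-only wells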
# Bim-Bcl-W – human Bim-Bcl-W interaction inhibition; Q92843; bead-based flow cytometry, Bim peptide-Bcl-W binding; inhibition, % at 10 µM; 190,000 tested, 0.02% active;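 note: 0% = bound tracer without compound and 100% = peptide blocker; higher means less fluorescent Bim peptide bound to Bcl-W beads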
# Target sequence (Q92843 whole entry, looked up): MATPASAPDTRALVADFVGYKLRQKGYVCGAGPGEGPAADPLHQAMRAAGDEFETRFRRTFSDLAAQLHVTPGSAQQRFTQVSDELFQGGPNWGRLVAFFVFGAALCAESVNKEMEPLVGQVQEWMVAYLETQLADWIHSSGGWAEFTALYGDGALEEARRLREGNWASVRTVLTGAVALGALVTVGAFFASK
# Bfl-1 Bim block – disrupts Bim binding to human Bfl-1; Q16548; Bead-based flow cytometry, Bim-Bfl-1 binding inhibition; inhibition, % at 10 µM; 190,000 tested, 0.12% active; AID 1008;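 note: 0% = wells without compound plus tracer and 100% = blocker peptide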
# Bcl-B Bim block – disrupts Bim peptide binding to human Bcl-B; Q9HD36; bead-based flow cytometry; inhibition, % at 10 µM; 190,000 tested, 0.073% active;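 note: 0% = tracer peptide without compound and 100% = reference inhibitor peptide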
# Target sequence (Q9HD36 whole entry, looked up): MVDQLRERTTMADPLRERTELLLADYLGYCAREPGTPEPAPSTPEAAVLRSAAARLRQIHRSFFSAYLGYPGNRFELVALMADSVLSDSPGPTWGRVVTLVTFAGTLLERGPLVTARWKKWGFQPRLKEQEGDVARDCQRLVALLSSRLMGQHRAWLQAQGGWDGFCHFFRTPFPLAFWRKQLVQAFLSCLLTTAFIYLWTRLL
# RGS8-Gao reg – human RGS8-Galphao interaction regulation; P09471; multiplexed bead flow cytometry, RGS8-Galphao binding; actives lie on both sides; response (percent of control binding), % at 10 µM; 220,000 tested, 0.34% active; in the data active = response below about 60% or above about 140%; inactive = in between;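 note: Galphao activated as the GDP aluminium fluoride complex binding bead-coupled RGS8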
# Bim-Bcl-2 – human Bim-Bcl-2 interaction inhibition; P10415; Bead-based flow cytometry, Bim peptide-Bcl-2 binding; inhibition, % at 10 µM; 190,000 tested, 0.06% active; AID 950; in the data active = inhibition above about 40%; inconclusive = no clear call, values can overlap the other calls;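 note: 0% = no compound wells with probe peptide and 100% = reference peptide inhibitor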
# Bcl-XL Bim block – human Bim-Bcl-XL interaction inhibition | Q07817 | Bim peptide-Bcl-XL binding, bead flow cytometry, fluorescence | inhibition, % at 10 µM | 190,000 tested, 0.04% active
# Target sequence (Q07817 whole entry, looked up): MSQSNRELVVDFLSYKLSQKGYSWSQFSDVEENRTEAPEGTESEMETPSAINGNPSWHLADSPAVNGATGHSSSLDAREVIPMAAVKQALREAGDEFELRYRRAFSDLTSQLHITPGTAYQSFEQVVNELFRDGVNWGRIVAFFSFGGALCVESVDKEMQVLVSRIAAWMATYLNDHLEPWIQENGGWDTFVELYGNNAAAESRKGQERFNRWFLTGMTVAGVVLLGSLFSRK
# Mcl1-Bid inh – disrupts binding of human Mcl-1 to Bid peptide; Q07820; TR-FRET Mcl-1/Bid-Dy647 peptide binding, 1536-well; inhibition, % at 21.7 µM; 220,000 tested, 0.97% active; AID 1021;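 active = compounds that cut the binding signal by more than half at the single screening dose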;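 note: His-tagged Mcl-1 with europium anti-His antibody binding Bid BH3 peptide; 0% = Mcl-1 plus peptide wells and 100% = peptide-only wells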
# RGS4-Gao reg – modulates binding of RGS4 to human Galphao; AID 1415; Multiplexed bead flow cytometry; actives lie on both sides; 220,000 tested, 0.33% active; binding response (% of control), % at 10 µM; in the data active = binding response below about 49% or above about 150%; inactive = in between;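 note: fluorescent Galphao activated with aluminum fluoride binding bead-coupled RGS4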
# * = called active by the depositor; ? = inconclusive; nt = no result given. Cut-off read from the data, not from the text of the source, unless noted: active = inhibition above about 40%.
# Start of the data: the first 2 records, ahead of the listing:
structure,Mcl1-Bid inh,Bfl-1 Bim block,Bcl-B Bim block,Mcl1-Noxa inh,Mcl-1 Bim block,RGS8-Gao reg,Bim-Bcl-2,RGS7-Gao,Bim-Bcl-W,Bcl-XL Bim block,RGS4-Gao reg
CCS(=O)(=O)n1nc(-c2ccc(OC)cc2)nc1N,-12,-5,-1,2,-2,102,-5,102,0,-1,103
O=c1cc(-c2ccccc2Cl)oc2c(NS(=O)(=O)c3ccccc3OC(F)(F)F)ccc(O)c12,-35,nt,nt,-4,nt,101,nt,?,nt,nt,97

# Main list, from the start:
structure,Mcl1-Bid inh,Bfl-1 Bim block,Bcl-B Bim block,Mcl1-Noxa inh,Mcl-1 Bim block,RGS8-Gao reg,Bim-Bcl-2,RGS7-Gao,Bim-Bcl-W,Bcl-XL Bim block,RGS4-Gao reg
CCS(=O)(=O)n1nc(-c2ccc(OC)cc2)nc1N,-12,-5,-1,2,-2,102,-5,102,0,-1,103
O=c1cc(-c2ccccc2Cl)oc2c(NS(=O)(=O)c3ccccc3OC(F)(F)F)ccc(O)c12,-35,nt,nt,-4,nt,101,nt,?,nt,nt,97
Cc1ccc(-c2n[nH]c(=S)n2Cc2ccccc2)cc1,-49,0,-12,17,-1,94,0,98,-5,-4,91
COCCNC(=O)Cn1c(=O)n(CCC(=O)NCCc2ccccc2)c(=O)c2ccccc21,-8,-1,-9,4,-7,102,-2,100,-3,-6,103
Cc1nnc(SCC(=O)N2c3ccccc3C(C)(c3ccccc3)CC2(C)C)s1 (centres undefined),-8,-1,-7,5,-3,88,-3,95,-2,-4,98
CC(=O)N1c2ccccc2C(CBr)=CC1(C)C,-3,nt,nt,-4,nt,108,nt,?,nt,nt,110
CN(C)c1ccc(/C=C/C(=O)c2ccc(O)cc2)cc1[N+](=O)[O-],-2,nt,nt,20,nt,103,nt,?,nt,nt,103
COc1ccc(NC(=O)CCSc2nnnn2C)cc1,-31,1,-4,19,2,101,-2,104,-2,-3,103
CC(Oc1ccc(Cl)cc1)C(=O)NCCN1C(=O)S/C(=C\c2cccnc2)C1=O (centres undefined),0,3,-4,29,-1,124,-2,113,-1,-3,108
O=c1c2c3c(sc2ncn1-n1cccc1)CCCCC3,-6,2,-5,1,0,101,2,96,1,-2,99
Cc1nnc(NC2=NCCCCC2)o1,-7,2,0,5,-1,102,1,102,0,0,102
NC(=O)C1=C[C@H](c2coc3ccccc3c2=O)C[C@H](OCc2ccc(CO)cc2)O1,0,-5,-2,-3,-2,89,-3,86,0,-1,84
CC(=O)Nc1ccc(NC(=O)C2CCN(c3c(Cc4ccccc4)c(C)nc4ncnn34)CC2)cc1,-17,-2,-5,-17,-2,104,9,105,-2,-4,102
CC(C)(C)OC(=O)N1CCN(C(=O)[C@H](Cc2ccc(O)cc2)n2cc(CCO)nn2)CC1,-3,-5,-1,14,23,115,-2,119,0,-3,117
Cc1cc(C)c(OCC(=O)Nc2ccccn2)c([N+](=O)[O-])c1,-17,-4,-1,4,-3,104,0,98,0,-3,103
Cc1ccc(N=Nc2c(C)[nH]n(-c3ccccc3)c2=O)c(C)c1,-6,-4,0,-8,0,103,-2,100,0,-1,99
Cn1c(O)c(/C=C2\C=NN=C2c2ccccc2)sc1=S,2,nt,nt,-6,nt,98,nt,?,nt,nt,101
CNCC(O)C(O)C(O)C(O)CO (centres undefined),2,0,-1,-2,2,103,0,105,8,1,101
COc1cccc(CNC(=O)CCC2CCCN(C(=O)c3cccc4c(C)c(C)[nH]c34)C2)c1 (centres undefined),-22,-3,-3,7,0,107,-4,97,-3,-4,100
Cc1cc(N2CCN(C(=O)c3ccco3)CC2)n2ncc(-c3ccccc3)c2n1,-10,-9,-6,-6,0,104,-7,103,-2,7,105
C(=N\Nc1nc(-c2ccccn2)nc2ccccc12)/c1ccccc1,-65,nt,nt,-53,nt,103,nt,?,nt,nt,96
C=CCSc1[nH]c(=O)cc(C)c1C(N)=O,-9,0,-1,7,0,104,-3,108,0,-1,111
COC(=O)C1CN(S(=O)(=O)c2ccccc2)CCN1S(=O)(=O)c1ccccc1 (centres undefined),2,-17,-6,10,-2,95,-13,101,-4,-6,96
CC1(C(=O)N2CC3(CC(c4cccc(NC(=O)COc5ccc(Cl)cc5)c4)=NO3)C[C@@H]2C(N)=O)CC1 (some centres undefined),-16,nt,nt,20,nt,105,nt,?,nt,nt,106
Cc1ccc2cc(/C=C(\C#N)C(N)=O)c(N3CCCCC3)nc2c1,2,1,-9,19,-6,100,-6,102,-3,-7,98
O=C1CCc2cc(S(=O)(=O)N3CCCC3C(=O)N3CCN(c4ccccc4)CC3)ccc2N1 (centres undefined),-23,-13,-9,3,-1,105,-8,102,0,-4,104
CCO[C@H]1OC(C(=O)N2CCN(C)CC2)=C[C@@H](c2ccc(Br)cc2)[C@@H]1CCCO,-10,-7,-4,0,-1,98,-6,101,-1,-2,97
CCC(=O)c1ccccc1OCCN1C(=O)NC(C)(C)C1=O,-9,-3,-1,11,-2,102,-4,98,-2,-2,106
CCCc1ccc(C(=O)NNc2ccccc2F)cc1,-8,nt,nt,0,nt,91,nt,?,nt,nt,86
CC1CCN(S(=O)(=O)c2ccc(NC(=O)CSc3ncccc3C(=O)O)cc2)CC1,2,-16,-6,9,-6,104,-8,101,-5,-8,106
FC(F)Oc1ccc(-c2csc(NNC3=NCCCCC3)n2)cc1,-39,9,-35,5,-4,103,-3,?,0,-5,103
Cc1cc(C)n(-c2ccc(Cl)c(C(=O)NCc3ccccc3)n2)n1,-9,0,0,2,4,98,-1,99,0,2,99
OC[C@H](O)[C@H](O)[C@@H](O)[C@@H](O)[C@@H]1SC(c2ccccc2)=NN1c1ccccc1,-23,nt,nt,-7,nt,100,nt,?,nt,nt,103
COc1ccc(C)cc1NC(=O)CN1CCN(S(=O)(=O)c2ccc(Cl)cc2)CC1,-8,-11,-6,-1,-1,96,-7,98,0,-12,95
CCCCOc1ccc(C(=O)N/N=C/c2cn[nH]c2-c2ccc(OC)c(OC)c2)cc1,12,-2,-1,13,0,106,-1,109,-1,-2,116
C/C(Cn1cnc([N+](=O)[O-])n1)=N\NC(=O)c1ccccc1F,-9,8,-2,-8,-1,100,-2,97,-2,-3,98
CC1CC(C)CN(CCCNC(=O)c2ccc3c(c2)NC(=O)C(N2CCCCC2)S3)C1 (centres undefined),-19,-8,-5,12,0,101,-5,103,4,0,102
CCn1c(SCC(=O)Nc2nc3ccccc3s2)nc2c(c1=O)SC(C)C2 (centres undefined),8,0,-6,10,-5,98,-1,97,-1,-3,99
C[C@]12CCC(=O)C=C1[C@H](O)C[C@@H]1[C@@H]2[C@@H](O)C[C@@]2(C)[C@H]1CC[C@]2(O)C(=O)CO,-10,-1,-3,4,-3,102,-1,100,-5,-5,100
CN(C)c1ccc(C(=S)N2CCOCC2)cc1Br,-20,-1,0,3,-1,100,-2,100,0,0,97
COc1ccccc1S(=O)(=O)Cc1ccc(C(=O)NC2CCCCC2)o1,-27,-13,-7,3,-2,101,-6,105,-1,0,104
COc1ccc(-c2cc3n(n2)CCc2nc4ccccc4n2-3)cc1,1,-11,3,8,5,98,-3,99,4,3,100
O=C(c1cc2ccccc2oc1=O)N1CCN(C(=O)C2CCCO2)CC1 (centres undefined),-13,-5,-8,21,-1,100,-5,100,-1,-5,101
Cc1oc2ccc(O)cc2c1C(=O)c1ccc(Cl)cc1,-16,-6,-9,3,-1,96,-2,100,4,-3,94
O=C(O)c1ccc(COc2ccc3ccccc3c2/C=C2/NC(=O)N(Cc3ccc(F)cc3)C2=O)cc1,-22,-3,3,17,0,101,0,93,1,-3,94
c1ccc(N2CCN(c3ncnc4c3oc3ccccc34)CC2)cc1,-60,0,3,16,0,101,1,99,2,1,101
CN(Cc1ccno1)Cc1cn(Cc2ccccc2)nc1-c1ccc2c(c1)OCO2,-24,-7,-1,-2,-2,101,-5,99,-3,-1,103
Cc1onc(C(=O)NCc2cccs2)c1[N+](=O)[O-],-29,-6,-6,12,0,97,-7,101,-2,-3,100
O=C(Cc1c(F)cccc1Cl)Nc1cccnc1,-23,-6,-4,18,-2,101,-5,102,-1,-1,100
CCC(/C=N/Nc1ccc(S(=O)(=O)N2CCCC2)cc1[N+](=O)[O-])CC,-11,0,-3,18,-1,103,0,99,-2,-3,101
CC(=O)N1CCN(c2ccc(NC(=O)c3ccc4c(c3)OCCO4)cc2)CC1,-15,-5,-5,24,-2,103,-7,101,-3,-5,103
COc1ccc(C(=O)Oc2ccc(/C=N/NC(=O)Cc3ccc([N+](=O)[O-])cc3)cc2)cc1,9,2,-2,5,-4,105,-1,101,-6,-6,102
Cc1ccc(S(=O)(=O)/N=C/N(C)C)cc1,-21,-10,-7,-12,0,102,-3,99,-3,0,101
O=Cc1cn(-c2ccccc2)nc1-c1cc2ccccc2oc1=O,-42,-1,0,-13,4,96,1,94,4,2,83

# Ordered by number of heavy atoms (smallest number first): ten of the compounds above
structure,Mcl1-Bid inh,Bfl-1 Bim block,Bcl-B Bim block,Mcl1-Noxa inh,Mcl-1 Bim block,RGS8-Gao reg,Bim-Bcl-2,RGS7-Gao,Bim-Bcl-W,Bcl-XL Bim block,RGS4-Gao reg
Cc1ccc(S(=O)(=O)/N=C/N(C)C)cc1,-21,-10,-7,-12,0,102,-3,99,-3,0,101
O=C(Cc1c(F)cccc1Cl)Nc1cccnc1,-23,-6,-4,18,-2,101,-5,102,-1,-1,100
Cc1oc2ccc(O)cc2c1C(=O)c1ccc(Cl)cc1,-16,-6,-9,3,-1,96,-2,100,4,-3,94
O=Cc1cn(-c2ccccc2)nc1-c1cc2ccccc2oc1=O,-42,-1,0,-13,4,96,1,94,4,2,83
CCC(/C=N/Nc1ccc(S(=O)(=O)N2CCCC2)cc1[N+](=O)[O-])CC,-11,0,-3,18,-1,103,0,99,-2,-3,101
O=C(c1cc2ccccc2oc1=O)N1CCN(C(=O)C2CCCO2)CC1 (centres undefined),-13,-5,-8,21,-1,100,-5,100,-1,-5,101
CC(=O)N1CCN(c2ccc(NC(=O)c3ccc4c(c3)OCCO4)cc2)CC1,-15,-5,-5,24,-2,103,-7,101,-3,-5,103
CN(Cc1ccno1)Cc1cn(Cc2ccccc2)nc1-c1ccc2c(c1)OCO2,-24,-7,-1,-2,-2,101,-5,99,-3,-1,103
COc1ccc(C(=O)Oc2ccc(/C=N/NC(=O)Cc3ccc([N+](=O)[O-])cc3)cc2)cc1,9,2,-2,5,-4,105,-1,101,-6,-6,102
O=C(O)c1ccc(COc2ccc3ccccc3c2/C=C2/NC(=O)N(Cc3ccc(F)cc3)C2=O)cc1,-22,-3,3,17,0,101,0,93,1,-3,94

# High-throughput results: PubChem BioAssay, several laboratories
